Bioassay records (PubChem)
TLR4-MyD88 BLA: blocks binding of human TLR4 to MyD88; O00206+Q99836; HeLa CL3-4 TLR4/MyD88 BLA complementation, FRET ratio; inhibition, % at 8.4 µM; hit rate 0.18% among 200,000; AID 861; in the data active means inhibition above about 25%;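 further: 0% = vehicle and 100% = reference inhibitor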
Target sequence (O00206 whole entry, looked up): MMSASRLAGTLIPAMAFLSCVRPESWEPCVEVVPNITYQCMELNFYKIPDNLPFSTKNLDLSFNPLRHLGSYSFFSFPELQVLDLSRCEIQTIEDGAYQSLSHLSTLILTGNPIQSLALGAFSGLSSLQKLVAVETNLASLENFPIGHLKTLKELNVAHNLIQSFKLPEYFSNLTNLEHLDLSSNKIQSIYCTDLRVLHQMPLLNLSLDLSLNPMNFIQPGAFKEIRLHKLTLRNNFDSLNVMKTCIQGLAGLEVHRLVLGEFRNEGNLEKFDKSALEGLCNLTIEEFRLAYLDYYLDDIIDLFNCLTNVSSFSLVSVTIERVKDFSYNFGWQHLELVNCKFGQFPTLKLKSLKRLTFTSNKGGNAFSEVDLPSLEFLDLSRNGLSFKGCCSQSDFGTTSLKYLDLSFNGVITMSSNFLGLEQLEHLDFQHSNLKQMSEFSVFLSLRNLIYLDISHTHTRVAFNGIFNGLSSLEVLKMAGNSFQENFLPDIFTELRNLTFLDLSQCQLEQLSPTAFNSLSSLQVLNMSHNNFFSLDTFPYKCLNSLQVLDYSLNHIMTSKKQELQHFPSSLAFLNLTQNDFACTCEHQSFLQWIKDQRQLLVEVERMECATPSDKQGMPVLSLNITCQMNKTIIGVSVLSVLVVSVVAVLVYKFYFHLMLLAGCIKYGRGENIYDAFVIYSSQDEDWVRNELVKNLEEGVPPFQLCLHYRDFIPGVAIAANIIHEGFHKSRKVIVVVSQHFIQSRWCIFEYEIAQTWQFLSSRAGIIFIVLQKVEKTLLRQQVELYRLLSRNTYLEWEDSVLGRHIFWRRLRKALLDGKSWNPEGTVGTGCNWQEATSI
Target sequence (Q99836 whole entry, looked up): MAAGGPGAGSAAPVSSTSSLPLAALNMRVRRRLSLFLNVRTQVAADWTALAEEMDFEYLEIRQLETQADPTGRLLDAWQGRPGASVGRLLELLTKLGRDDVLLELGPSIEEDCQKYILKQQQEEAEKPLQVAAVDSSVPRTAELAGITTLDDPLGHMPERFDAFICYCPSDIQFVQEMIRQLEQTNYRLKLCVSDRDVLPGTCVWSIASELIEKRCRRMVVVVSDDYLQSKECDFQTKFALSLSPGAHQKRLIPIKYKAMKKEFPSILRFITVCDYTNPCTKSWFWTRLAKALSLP
APP 5'UTR act: activates APP 5'UTR luciferase reporter | SH-SY5Y APP 5'UTR luciferase reporter, luminescence; zero percent = DMSO vehicle wells | activation, % at 2 µM | hit rate 1% among 190,000 | AID 1276;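 active means activation above a set limit, based on mean plus 3 SD of controls, cut at about 140% in these data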; further: values of inactives mirror those of a sister screen read the other way
STAT1 blocker: inhibitors of IFN-gamma induced STAT1 signaling. NIH 3T3 STAT1-luciferase reporter, luminescence. inhibition, % at 5.5 µM. hit rate 0.35% among 200,000;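 active means inhibition above a set limit, the mean inhibition across all tested compounds plus 3 SD, cut at about 34% in these data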;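 further: 0% = IFN-gamma with DMSO and 100% = IFN-gamma with 300 µM nifuroxazide; values of inactives mirror those of a sister screen read the other way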
STAT1 activator: activators of IFN-gamma induced STAT1 signaling; AID 932; hit rate 2.6% among 200,000; activation (% of control), % at 5.5 µM; NIH 3T3 STAT1-luciferase reporter, luminescence; 100% = IFN-gamma alone, no compound;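 active means activation above the screen-wide mean activation plus 3 SD, cut at about 130% in these data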;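 further: raw ratio to IFN-gamma control signal so 100% means no change and 0% no light; values of inactives mirror those of a sister screen read the other way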
Hsp70 act: switches on Hsp70 transcription | activation, % at 10 µM | HeLa Hsp70 promoter luciferase reporter, luminescence; scaled: vehicle 0, proteasome-inhibitor control 100% | AID 1203 | hit rate 0.04% among 200,000;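 active means activation above the mean across all tested compounds plus 3 SD, cutoff set per campaign, cut at about 5.5% in these data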;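 further: 100% = MG132 at 30 µM as the positive control and 0% = DMSO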
HMGR II inh: blocks class II HMG-CoA reductase of Enterococcus faecalis; purified E. faecalis HMGR, NADPH absorbance 340 nm kinetic; inhibition, % at 10 µM; AID 1066; hit rate 0.41% among 190,000;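 active means inhibition above a set limit, the median over all tested compounds plus 3 SD, cut at about 9.5% in these data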;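 further: enzyme runs in reverse so mevalonate oxidation gives rising NADPH absorbance; 0% = complete reaction with DMSO and 100% = background rate lacking mevalonate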
STAT3 act: activators of IL-6 induced STAT3 signaling; AID 871; activation (% of control), % at 5.6 µM; U3A cells, IL-6 STAT3-luciferase reporter, luminescence; 100% = signal with IL-6 EC80 alone; hit rate 0.91% among 190,000;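 active means activation above the screen-wide mean of compound activation plus 3 SD, cut at about 130% in these data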;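 further: 0% = background luminescence of wells with medium and substrate only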
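Material: STAT3-luciferase reporter U3A cells; Probe or stimulus: IL-6 (33 ng/mL); Incubation: compound pre-incubation 1 h before IL-6, then 6 h stimulation at 37 °C; Technique: luminescence from STAT3-driven luciferase reporter; Evaluation: % activation versus median of IL-6-stimulated wells; Controls: IL-6-only high control.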
STAT3 blocker: reduces IL-6 driven STAT3 reporter signal | U3A cells, IL-6 STAT3-luciferase reporter, luminescence; host cell line lacks STAT1 | inhibition, % at 5.5 µM | hit rate 0.89% among 190,000;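 active means inhibition above the mean inhibition across all screened compounds plus 3 SD, cut at about 44% in these data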;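 further: 0% = DMSO only wells and 100% = 100 µM nifuroxazide control wells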
DTT redox prof: compounds producing H2O2 with reducing agent – biochemical, NIH compound library profiling, artefact control for MLSCN library redox annotation, primary screen. DTT-dependent redox cycling H2O2, phenol red/HRP absorbance; 100% = 100 µM peroxide control, 0% = buffer. activation, % at 10 µM. hit rate 0.03% among 200,000;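 active means activation of at least 50% relative to the plate's high and low controls in the primary single-dose screen; inactive means activation below 50%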;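 further: compound incubated with DTT at 0.8 mM final as the reducing agent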
NF-kB neuron act: raises NF-kB expression in human neuronal cells | NF-kB reporter expression; hits give high values | fold change at 12.5 µM | hit rate 1.6% among 190,000 | AID 1239; in the data active means fold change above about 3.3
* hit, by the source's call; · = not tested or not shown. Outcome played no part in choosing rows. About 5.6% of those tested had a hit in this group.

SMILES | TLR4-MyD88 BLA | APP 5'UTR act | STAT1 blocker | STAT1 activator | Hsp70 act | HMGR II inh | STAT3 act | STAT3 blocker | DTT redox prof | NF-kB neuron act
COc1cc(OC)nc(S(C)(=O)=O)n1 | -1 | 5 | 7 | 94 | -0.2 | -2 | 105 | -2 | 0.2 | 1.4
Cc1ccc(S(=O)(=O)N(CC(=O)Nc2ccccc2C(=O)O)c2ccccc2C)cc1 | 7 | 6 | 6 | 93 | -0.4 | -4 | 102 | -1 | 0.5 | 1.1
CCOC(=O)c1c(C)[nH]c(NC(=O)Nc2c(C)n(C)n(-c3ccccc3)c2=O)c1C | -1 | 9 | -9 | 108 | -0.3 | -3 | 95 | 5 | 2.4 | 0.67
CC(Nc1ncnc2nc[nH]c12)c1ccccc1 (configuration not stated) | -17 | 14 | 10 | 91 | -0.3 | -12 | 89 | 14 | -0.5 | 0.77
Cc1cc2c(cc1C)NC(c1c(C)n(C)n(-c3ccccc3)c1=O)C1=C(CC(C)(C)CC1=O)N2 (configuration not stated) | -5 | 70 | -10 | 109 | 0.2 | 0 | 102 | 1 | 0.7 | 0.74
CCc1c(C)nc2cc(-c3cc(OC)cc(OC)c3)nn2c1N1CCN(CCN2CCOCC2)CC1 | -1 | -6 | 1 | 99 | -0.4 | -9 | 87 | 17 | -0.9 | 0.5
O=C(COC(=O)C1CCC(=O)N1)Nc1ccc(Br)cc1 (configuration not stated) | -9 | 3 | 3 | 97 | 0.0 | -19 | 91 | 14 | 0.3 | 1.1
CSC1=NC(C(Cl)(Cl)Cl)N=C(c2ccccc2)N1 (configuration not stated) | 1 | -6 | 6 | 92 | -0.1 | 3 | 96 | 6 | 4.2 | 0.88
CCOC(=O)N1CCC(Nc2c(Nc3cccc(CC)c3)c(=O)c2=O)CC1 | 3 | -1 | 1 | 99 | -0.2 | -2 | 92 | 11 | 3.0 | 1.1
CCc1cc(=O)oc2c(CN3CCN(C)CC3)c(O)c(Cl)cc12 | -3 | 14 | 3 | 97 | -0.6 | -2 | 100 | -1 | 0.0 | 0.98
CCC(CC)C(=O)c1c[nH]c(C(=O)NCc2ccncc2)c1 | -9 | 19 | 6 | 94 | -0.2 | 0 | 97 | 6 | 0.4 | 1.2
CCN1CCN(C(C(=O)NC2CCCC2)c2ccc(Cl)cc2)CC1 (configuration not stated) | · | 9 | · | · | · | -4 | · | · | -4.1 | 0.97
CN1CCN(C(=S)Nc2ccc(Cl)cc2)CC1 | -9 | 16 | -7 | 105 | -0.4 | 8 | 105 | -1 | -0.3 | 1
Cc1ccc(S(=O)(=O)N2CC(O)C[C@H]2C(=O)OCC(=O)c2ccccc2)cc1 (some centres not stated) | -5 | -2 | 8 | 93 | -0.2 | -6 | 91 | 18 | -0.5 | 1.1
CCOC(=O)c1cc2n(n1)C(C(F)(F)F)CC(C)N2 (configuration not stated) | 2 | 17 | -2 | 102 | -0.1 | -9 | 97 | 8 | 2.1 | 1.3
CCOCCn1c(SCCCc2ccccc2)nc2c1c(=O)[nH]c(=O)n2C | -8 | -2 | -5 | 105 | -0.1 | -2 | 124 | -28 | -5.9 | 1.1
C=CCc1ccc(OCCCCOc2ccc(C(=O)O)cc2)c(OC)c1 | -10 | -17 | 6 | 92 | -0.2 | -10 | 97 | 7 | -1.4 | 1.1
COCCNc1nc(-c2ccc(OC)cc2)c(-c2ccc(OC)cc2)s1 | -15 | -14 | 9 | 91 | -0.1 | -4 | 96 | 12 | -0.2 | 0.88
Cn1c(=O)[nH]c(=O)c2c1nc(N1CCOCC1)n2CC(O)COc1ccccc1 (configuration not stated) | 0 | -4 | 0 | 100 | -0.2 | 2 | 102 | 1 | -0.8 | 0.88
Cc1ccc(/C(N)=N/OC(=O)c2ccc(F)cc2)cc1 | -2 | 46 | -65 | 153* | 0.2 | 0 | 95 | 14 | 2.8 | 7.9*
O=S1(=O)CCC(NC(=S)N2CCCCCC2)C1 (configuration not stated) | -3 | 5 | 1 | 99 | -0.4 | 9 | 102 | 1 | 0.6 | 1.3
Cc1ccc(C(=O)NCCNc2ccc([N+](=O)[O-])cc2C(F)(F)F)cc1 | 0 | · | 15 | 86 | -0.2 | 2 | 93 | 8 | -0.4 | 1.1
CCO[C@@H]1OC(C(=O)N2CCN(Cc3ccccc3)CC2)=C[C@H](c2csc3ccccc23)[C@H]1CCCO | 6 | 20 | -10 | 111 | -0.1 | -5 | · | · | 0.6 | 0.61
Cc1cccc(NC(=O)c2cnc3scc(C)n3c2=O)c1 | -5 | 2 | -32 | 129* | 0.5 | -4 | 120 | -14 | 0.4 | 3.1
O=Cc1sc(Nc2ccccc2)nc1Cl | -2 | 11 | -5 | 105 | -0.3 | -1 | 93 | 9 | -0.3 | 1.4

Single entries from the results shown:
Cc1ccc(S(=O)(=O)N2CC(O)C[C@H]2C(=O)OCC(=O)c2ccccc2)cc1 (some centres not stated) in APP 5'UTR act = -2
CC(Nc1ncnc2nc[nH]c12)c1ccccc1 (configuration not stated) in HMGR II inh = -12
C=CCc1ccc(OCCCCOc2ccc(C(=O)O)cc2)c(OC)c1 in HMGR II inh = -10
Cc1cc2c(cc1C)NC(c1c(C)n(C)n(-c3ccccc3)c1=O)C1=C(CC(C)(C)CC1=O)N2 (configuration not stated) in STAT1 activator = 109

Additional structures follow:
SMILES | TLR4-MyD88 BLA | APP 5'UTR act | STAT1 blocker | STAT1 activator | Hsp70 act | HMGR II inh | STAT3 act | STAT3 blocker | DTT redox prof | NF-kB neuron act
O=C(Nc1ccccc1N1CCN(C(=O)c2ccc(Cl)cc2)CC1)c1ccc(Br)cc1 | -1 | 1 | 2 | 98 | -0.2 | -2 | 103 | 1 | 0.4 | 0.62
Cc1nc2ccccc2n1CC(O)COC1CCCCC1 (configuration not stated) | 6 | -14 | 7 | 96 | -0.1 | 0 | 86 | 20 | 0.6 | 1.4
O=C(NCc1ccco1)c1cccc(Nc2nc3ccc(Br)cc3[nH]2)c1 | -7 | 8 | -9 | 108 | -0.4 | -1 | 101 | 4 | -3.0 | 0.78
CCOC(=O)N1c2ccccc2Sc2ccccc21 | -10 | 15 | 0 | 99 | -0.4 | -8 | 101 | 4 | -0.5 | 1.2
Cc1ccc(C)c(NC(=O)CCCCCCCCCCC2COCCO2)c1 (configuration not stated) | 11 | 2 | -4 | 104 | -0.1 | 0 | 98 | -2 | 0.7 | 0.97
CCOc1ccc(C(=O)NC(=S)NCc2cccnc2)cc1[N+](=O)[O-] | -20 | 13 | -8 | 107 | -0.2 | 2 | 102 | 2 | -0.3 | 1.5
CS(=O)(=O)Nc1ccccc1C(=O)NCCSCc1ccccc1 | 8 | 14 | -1 | 100 | 0.2 | -3 | 101 | 10 | 1.0 | 0.94
CC1(C)CCCC2=C1CC1C(=O)N(Cc3cccnc3)C(=O)C1C2 (configuration not stated) | -1 | -3 | -1 | 101 | -0.2 | -1 | 97 | 7 | -0.3 | 0.94
O=C(Nc1ccc2ccccc2c1)N1CCN(c2ncccc2C(F)(F)F)CC1 | 0 | -4 | 5 | 96 | 0.1 | 0 | 102 | 1 | 1.8 | 0.92
Cc1cc(C)n2nc(SCCOc3ccccc3)nc2n1 | -17 | 26 | -16 | 112 | -0.2 | 2 | 93 | 13 | -1.0 | 1.3
Cn1cc(/C=N\O)nc2c(=O)n(-c3ccccc3)c(=O)nc1-2 | 6 | -7 | 1 | 99 | 0.7 | 0 | 99 | 5 | -1.8 | 1.3
Clc1ccc(Cl)c(-c2ccc(/C=N/c3ncn[nH]3)o2)c1 | -9 | -8 | -3 | 102 | -0.1 | -1 | 94 | 9 | 2.1 | 1
Cc1ccccc1-c1nc2sc(-c3ccccc3)cc2c(=O)o1 | -4 | 16 | 5 | 95 | 0.1 | -1 | 96 | 10 | -3.4 | 1.3
CCCC(CCC)=NNC(=O)CN(Cc1ccccc1)S(=O)(=O)c1ccccc1 | 10 | 0 | 6 | 95 | -0.3 | -3 | 103 | -5 | 0.0 | 1.2
Nc1cccc(-c2nc3ccccc3[nH]2)c1 | 5 | 69 | -23 | 122 | -0.2 | -3 | 114 | -13 | 0.2 | 2.3
CC(Sc1ncc(C(F)(F)F)cc1Cl)C(=O)NC(N)=O (configuration not stated) | 13 | 14 | -6 | 104 | 0.1 | 0 | 100 | 7 | -1.9 | 1.1
CCc1cccc(CC)c1NC(=O)COC(=O)c1ccccc1-c1nc2ccccc2s1 | 7 | -9 | 6 | 95 | -0.4 | -6 | 103 | -3 | -0.1 | 0.89
CSc1cccc(NC(=S)N2CCCN(Cc3ccccc3F)C2)c1 | -1 | 1 | 2 | 98 | 0.0 | -3 | 110 | 2 | -0.2 | 0.83
COCCCNC(=S)NC1CC2CCC(C1)N2Cc1ccccc1 (configuration not stated) | -2 | -2 | 12 | 88 | -0.3 | -2 | 99 | 3 | -0.3 | 1.1
CC1SC(C)C(=O)N(CC(=O)Nc2ccc3c(c2)OCO3)C1=O (configuration not stated) | -6 | 17 | 3 | 97 | -0.4 | -12 | 99 | 3 | -0.2 | 1.1
COC(=O)c1ccc(NC(=O)c2ccccc2)o1 | -10 | 24 | 5 | 96 | 0.6 | 2 | 89 | 19 | 4.2 | 1.8
CCC(=O)N=c1n(C)c2ccccc2n1CCOc1ccccc1 | 4 | 12 | -3 | 102 | 0.2 | 2 | 109 | -5 | -0.3 | 1
Cc1nn(-c2ccccc2)c(C)c1N | 5 | -9 | -1 | 102 | -0.3 | -4 | 113 | -10 | 0.0 | 1.4
CCN1CCN(C(=O)/C(C#N)=C/c2ccc(OC(F)F)cc2)CC1 | -38 | 15 | -1 | 100 | -0.3 | -2 | 96 | 6 | -1.0 | 1.2
COc1ccc(CNC(=S)Nc2ccc(-c3ccccc3)cc2)cc1 | 0 | 20 | -11 | 108 | 0.0 | -4 | 87 | 20 | -0.3 | 1.1
CC(=O)C(C)Oc1ncn(-c2ccccc2)n1 (configuration not stated) | 1 | 5 | 0 | 102 | -0.4 | 0 | 95 | 6 | 0.1 | 1.5

No new results follow: entries from further up.
SMILES | TLR4-MyD88 BLA | APP 5'UTR act | STAT1 blocker | STAT1 activator | Hsp70 act | HMGR II inh | STAT3 act | STAT3 blocker | DTT redox prof | NF-kB neuron act
O=C(Nc1ccccc1N1CCN(C(=O)c2ccc(Cl)cc2)CC1)c1ccc(Br)cc1 | -1 | 1 | 2 | 98 | -0.2 | -2 | 103 | 1 | 0.4 | 0.62
Cc1nc2ccccc2n1CC(O)COC1CCCCC1 (configuration not stated) | 6 | -14 | 7 | 96 | -0.1 | 0 | 86 | 20 | 0.6 | 1.4

STAT1 activator: entries above that show a hit
Molecule	TLR4-MyD88 BLA	APP 5'UTR act	STAT1 blocker	STAT1 activator	Hsp70 act	HMGR II inh	STAT3 act	DTT redox prof	NF-kB neuron act
Cc1ccc(/C(N)=N/OC(=O)c2ccc(F)cc2)cc1	-2	46	-65	153*	0.2	0	95	2.8	7.9*
Cc1cccc(NC(=O)c2cnc3scc(C)n3c2=O)c1	-5	2	-32	129*	0.5	-4	120	0.4	3.1
